Screening results from PubChem BioAssay.
Rac1 GTP hydrolysis: MgcRacGAP GTPase-activating activity inhibitors, confirmation, biochemical, ADP Hunter fluorescence | MgcRacGAP-stimulated Rac1 GTP hydrolysis, ADP Hunter fluorescence; higher % means a stronger effect; GST-tagged Rac1 F28L mutant substrate | one-dose inhibition, % at 30 µM; IC50 in µM for titrated hits | 0.6% of 340,000 active;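 active means first-screen hits whose inhibition reached a set limit at any dose in the follow-up dose series; inconclusive means inhibition above the set first-screen limit but never retested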;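 further: fluorescence reports GDP produced by GAP-driven GTP hydrolysis; strong numbers were not always called active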
WT yeast gro inh: growth inhibition of WT yeast, mitochondrial fusion screen; 2.1% of 190,000 active; mitochondrial fusion phenotypic screen, WT strain; AID 1362; inhibition, % at 10 µM; in the data active means inhibition above about 58%; tested in S. cerevisiae
Large T inhibition: TAg ATPase/helicase activity blockers – biochemical (AID 1903); SV40 large T antigen ATPase/helicase inhibition assay; higher % means a stronger effect; inhibition, % at 20 µM; hits with a dose series show IC50 in µM; 0.39% of 310,000 active; in the data active means a potency from the dose series; inconclusive means inhibition mostly from about 32% at the one dose, without a potency; inactive means the rest, 99 in 100 with inhibition below about 32%; further: strong numbers were not always called active
Myeloid diff 2: compounds promoting myeloid differentiation; AID 624256; ER-HoxA9 myeloid progenitors, lysozyme-GFP differentiation, flow cytometry; 1% of 360,000 active; calls only at 10 µM;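 active means normalized GFP-positive differentiation at or above the plate's own cutoff, the solvent-only control mean plus 3 SD; inconclusive means no clear call, values can overlap the other calls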;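 further: cells exposed to compound for four days before flow analysis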
RSV CPE inhibition: inhibition of RSV-induced cytopathic effect – HEp-2 cells, primary 10 µM value included (AID 2391) | CPE inhibition, % at 10 µM, or IC50 in µM where a hit was titrated | 0.13% of 310,000 active | HEp-2 cells, RSV-induced CPE inhibition; higher % means a stronger effect; in the data active means a potency from the dose series; inconclusive means CPE inhibition mostly from about 23% at the one dose, without a potency; inactive means the rest, 99 in 100 with CPE inhibition below about 21%; further: strong numbers were not always called active
West Nile antiviral: inhibition of WNV-induced cytopathic effect – cell-based, CPE readout (AID 1621) | one-dose CPE inhibition, % at 10 µM; IC50 in µM for titrated hits | West Nile virus-infected cells, CPE inhibition; higher % means a stronger effect | 0.02% of 290,000 active; in the data active means a potency from the dose series; inconclusive means CPE inhibition mostly from about 3.7% at the one dose, without a potency; inactive means the rest, 99 in 100 with CPE inhibition below about 2.2%; further: strong numbers were not always called active
bCat nuc transl: beta-catenin nuclear translocation modulation. AID 1665. HeLa beta-catenin nuclear translocation, immunofluorescence imaging. nuclear translocation activity, % at 5 µM. 0.3% of 190,000 active;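 active means nuclear translocation activity above 50% at 5 µM, with a well cell count of 50 or more; inconclusive means wells under 50 cells across six images, flagged as toxic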;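 further: per-cell ratio of nuclear to cytoplasmic median beta-catenin stain intensity; plate controls were DMSO negative control for no effect and GSK-3 inhibitor IX positive control for full effect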
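test system = HeLa cells, endogenous beta-catenin | dosing = single 5 µM dose plus 0.02–20 µM confirmation series | times = compound treatment 24 h, 37°C, 5% CO2 | technique = beta-catenin immunofluorescence imaging with DAPI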
T cell HTS: T cell immune modulation candidate | 2C CD8+ T cell-vesicle binding, flow cytometry; hits give low values | calls only at 7 µM | 0.068% of 330,000 active;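 active means response, share of CD8 T cells binding vesicles, and their 90th percentile fluorescence all below set limits, cut at about 80% in these data, passing the limit was not always enough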
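material = purified 2C TCR transgenic mouse naive CD8+ T cells | controls = Unloaded micro-vesicles (low), QL9 vesicles with 0.7% DMSO (high) | detection = cytometric PE anti-B7-1 and Alexa647 anti-CD8 signals after 1% paraformaldehyde fixation | incubation = binding step 1.5 h, 37 °C, antibody labelling 20 min, ice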
PhoP inhibition: inhibitors of PhoP regulon expression, primary screen, Salmonella Typhimurium, GFP reporter (AID 1863); 0.16% of 300,000 active; inhibition, % at 50 µM, or IC50 in µM where a hit was titrated; S. Typhimurium PhoP-regulated promoter GFP reporter, 4 h; higher % means a stronger effect;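 active means inhibition over 29.93%, a cutoff 3 SD above the screen mean, later confirmed by dose response; inconclusive means inhibition over 29.93% but no dose response follow-up; inactive means inhibition at most 29.93% or unconfirmed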;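 further: 0% = low Mg2+ inducing control and 100% = high Mg2+ repressing control; strong numbers were not always called active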
WT yeast gro inh mutant strain: also measured in WT yeast gro inh; calls as there; inhibition, %; mitochondrial fusion phenotypic screen, mutant strain inhibition
bCat nuc transl cell count 5 µM: also measured in bCat nuc transl; calls as there; cell count; measured here: cell count, cytotoxicity flag
T cell HTS vesicle-bound %: also measured in T cell HTS; calls as there; double positive events, %; measured here: CD8+ vesicle-bound cell fraction;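 binding gate set so that unloaded-vesicle control wells show 10% double positive cells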
Myeloid diff 2 GFP+ MAC1+ %: also measured in Myeloid diff 2; calls as there; GFP+ MAC1+ double positive, %; measured here: differentiation confirmed by MAC1 staining
Numbers without * were called inactive; i = inactive; ? = inconclusive; / = no result given; + = active, no number.

SMILES	Rac1 GTP hydrolysis	WT yeast gro inh	WT yeast gro inh mutant strain	Large T inhibition	Myeloid diff 2	Myeloid diff 2 GFP+ MAC1+ %	RSV CPE inhibition	West Nile antiviral	bCat nuc transl	bCat nuc transl cell count 5 µM	T cell HTS	T cell HTS vesicle-bound %	PhoP inhibition
Cc1ccc(NC(=O)c2ccccc2F)c(NC(=O)c2ccccc2F)c1	8%	/	/	-1%	i	0.5	1.1%	/	/	/	i	5	/
Cc1cccc(NCCC(=O)c2ccc([N+](=O)[O-])cc2)c1C	-5%	-4	11	10%	i	1.4	1.0%	-0.3%	-0.6	1580	i	40	-2%
CSC1=NC2(C[C@H]2c2ccccc2)C(=O)N1C (some centres undefined)	4%	/	/	18%	i	0.5	0.1%	/	/	/	i	10	/
CC(=O)Nc1ccc(N=Cc2nc(-c3ccc(C)cc3)oc2O)cc1	7%	9	16	18%	i	0.3	0.9%	-0.3%	/	/	i	34	-23%
CCOC(=O)N1CCN(C(=O)C2CCN(S(=O)(=O)c3cc(C)ccc3OC)CC2)CC1	3%	13	-6	-4%	i	0.7	-0.7%	-0.9%	-4.6	1040	i	45	16%
C[C@H]1CN=C(Nc2ccccc2)N1CCCC1CCCC1	4%	/	/	16%	i	0.9	-1.8%	-1.6%	/	/	i	22	8%
O=C(CSc1nnnn1-c1cccnc1)Nc1ccc(F)cc1F	-3%	/	/	5%	i	0.4	1.2%	-0.5%	/	/	i	24	-8%
O=c1c(-c2ccnn2-c2cccc(Cl)c2)cnc2n1CCS2	1%	-5	-3	8%	i	2.5	2.9%	0.1%	-4.6	1181	i	35	13%
CC1=C(C#N)c2nc(N)c(C#N)c(C)c2/C1=C\c1ccc(-c2ccccc2C(=O)O)o1	28%	-3	25	87µM*	i	0.1	/	0.5%	-2.5	1140	/	/	5%
COc1ccc2[nH]c(C(=O)O)c(NS(=O)(=O)c3ccc(Cl)s3)c2c1	2%	-5	21	30%	i	0.9	0.4%	-0.5%	-7.0	1017	i	39	-14%
COc1ccc(/C=N/Nc2ccc(C(=O)O)cc2)cc1OC	13%	/	/	11%	i	0.3	1.9%	0.5%	-0.3	1363	i	19	-10%
CCOC(=O)c1cc2c(ccn2C)n1CC(=O)N1C(C)CCCC1C (centres undefined)	4%	-3	-1	16%	i	1.0	-1.5%	-0.5%	1.8	996	i	50	-6%
CCN(CC)S(=O)(=O)c1cc(-c2nnc(-c3ccc(Br)cc3)o2)ccc1Br	8%	21	3	0%	i	0.5	?	0.1%	-0.1	520	i	18	2%
COC(=O)C1CCN(Cc2nnc(-c3ccccc3)o2)CC1	5%	/	/	-24%	i	1.0	0.2%	-0.1%	/	/	i	34	0%
Cc1ccc(C(=O)N2CCCCC2)cc1S(=O)(=O)N1CCCCCC1	7%	/	/	10%	i	0.8	1.3%	-0.7%	/	/	i	5	-1%
C=CCOC(=O)C(C#N)c1nc2ccccc2nc1N1CCCC1 (centres undefined)	11%	-11	-2	22%	i	0.9	2.7%	-0.2%	/	/	i	48	-2%
O=C(O)Cn1ccc2cc(S(=O)(=O)N3CCCCCC3)ccc21	10%	/	/	13%	i	1.1	0.8%	0.1%	/	/	i	7	-12%
N#C/C(=C\c1ccc2c(c1)OCO2)C(N)=S	/	/	/	15%	i	0.2	3.3%	-0.2%	-1.1	1200	i	47	-3%
O=C(COC(=O)c1cccs1)NCCC1=CCCCC1	11%	-11	3	-5%	i	0.6	2.1%	-0.2%	1.6	1051	i	62	-12%
CCN(CC(=O)Nc1ccccc1-c1ccccc1)Cc1nc2ccccc2c(=O)[nH]1	-3%	15	-4	13%	+	1.4*	-1.1%	0.7%	20	676	i	64	0%
Cn1c(=O)c2c(nc(SCC(=O)NCC3CCCO3)n2C)n(C)c1=O (centres undefined)	2%	-16	-10	12%	i	2.0	0.0%	0.4%	-2.6	1054	i	27	6%
COc1cccc(-c2cccc(NC(=O)C3CCN(Cc4cccc(C)n4)CC3)c2)c1	7%	/	/	1%	i	0.5	-0.1%	-0.4%	/	/	i	62	-3%
O=C(NC(NC(=S)Nc1cccc(Cl)c1)C(Cl)(Cl)Cl)OCc1ccccc1 (centres undefined)	1%	50	12	1%	i	8.2	19%	-1.0%	0.8	1407	i	15	-7%
C=CCNC(=O)NC(=O)COC(=O)c1nc2nccc(C)n2n1	5%	-9	-7	-8%	i	0.4	-1.2%	0.0%	-1.9	1067	i	43	-10%
CCc1ccc(NC(=O)COc2ccc(F)cc2C(=O)c2cnn(-c3ccccc3)c2)cc1	0%	-1	-1	-4%	i	0.4	4.8%	-1.0%	-0.2	1106	i	45	-4%
O=C(COC(=O)c1cnccn1)Nc1ccc(Cl)cc1C(F)(F)F	5%	/	/	11%	i	1.1	-0.5%	/	/	/	i	6	-4%
COc1ccc(Cl)cc1NC(=O)c1cc(S(=O)(=O)N2CCCC2)cn1C	2%	/	/	6%	i	2.5	2.3%	0.0%	/	/	i	22	/
O=C(NNc1c(Cl)cccc1Cl)c1cccs1	-10%	/	/	0%	i	0.9	1.7%	0.4%	0.7	1331	i	24	-5%
O=C(NC(Cc1ccccc1)C(=O)O)/C(=C/c1ccc(Cl)cc1)NC(=O)c1ccco1 (centres undefined)	11%	/	/	6%	i	2.7	-0.3%	0.0%	/	/	i	26	4%
NS(=O)(=O)c1ccc(CNC(=O)c2ccccn2)cc1	7%	/	/	5%	i	0.7	0.7%	-0.4%	2.0	1331	i	32	-1%
Cc1cccc(NC(=O)COC(=O)c2cccs2)c1C	4%	/	/	4%	i	0.4	0.3%	-0.2%	/	/	i	53	-7%
Cc1cc(OC(C)C(=O)Nc2ccc(S(=O)(=O)Nc3onc(C)c3C)cc2)cc(C)c1Cl (centres undefined)	8%	/	/	11%	i	0.7	8.7%	-0.1%	/	/	i	12	11%
CC(=O)OC(C(=O)NC1CCCCC1)c1ccccc1Cl (centres undefined)	3%	-10	4	3%	i	0.1	4.9%	0.2%	-1.7	1059	i	18	-3%
Cc1cc(C)c(NC(=O)C2CSCCS2)c(C)c1 (centres undefined)	12%	-21	-12	3%	i	0.9	0.5%	-0.5%	-1.2	1203	i	23	-4%
CN1CCN(Cc2ccc(-c3ccc(Cl)cc3)o2)CC1	11%	16	14	19%	i	4.4	-2.9%	-1.1%	1.2	1147	i	49	-4%
COc1ccc(C(C)=O)cc1CSc1ncccn1	6%	2	-3	7%	i	0.3	1.0%	1.3%	-2.4	1130	i	32	-10%
N#CCCN1CCN(S(=O)(=O)c2cc(Cl)ccc2Cl)CC1	2%	-10	-17	-1%	i	0.3	-0.7%	-0.1%	-3.3	1122	i	25	-8%
N=c1n(CC(=O)c2cccc([N+](=O)[O-])c2)c2ccccc2n1Cc1ccccc1	10%	20	6	2%	i	0.3	8.4%	-0.3%	2.5	1082	i	46	7%
Cc1noc(C)c1C(=O)N1CCN(c2ncccn2)CC1	1%	-4	3	11%	i	8.2	0.5%	0.2%	/	/	i	39	19%
CCOc1ccccc1NC(=S)N(CCCN1CCOCC1)Cc1cn(C)c2ccccc12	-2%	8	9	8%	i	3.4	-1.6%	-1.4%	1.6	1052	i	40	-2%
COc1ccc(Cn2cnc([N+](=O)[O-])c2)cc1[N+](=O)[O-]	10%	/	/	7%	i	0.5	1.4%	-0.3%	-0.4	1158	i	20	-6%
CC(=O)C1=C(c2ccccc2)N(C(C)=O)n2c(C)nnc2S1	10%	-17	-5	23%	i	0.7	2.0%	-1.5%	-1.5	1067	i	56	-13%
CCC(=O)NNc1nc2c(F)cccc2s1	8%	-5	2	10%	i	0.4	4.7%	-0.1%	-1.2	1082	i	13	-7%
C=CCn1c(N)cc(=O)nc1SCC(=O)Nc1cccc2ccccc12	11%	46	-6	8%	i	1.0	-0.5%	0.1%	1.0	1409	i	11	2%
CN(C)S(=O)(=O)N(CC(=O)N1CCC(Cc2ccccc2)CC1)c1ccccc1	10%	-10	21	8%	i	0.3	-0.1%	-1.5%	0.7	1431	i	46	-4%
CC(=O)NCCC(=O)Nc1cccc(S(=O)(=O)N(C)c2ccccc2)c1	2%	14	13	21%	i	0.4	0.9%	-0.1%	-2.0	526	i	49	-1%
COc1ccccc1C(=O)NC1CC2CCC(C1)N2Cc1ccccc1 (centres undefined)	7%	/	/	6%	i	0.6	0.4%	-0.8%	/	/	i	54	12%
CC(=O)Oc1ccccc1N1C(=O)c2ccc(C(=O)O)cc2C1=O	-1%	-5	-3	13%	i	0.9	0.5%	0.5%	-0.2	1162	i	28	-4%
CCn1c(CNC(=O)c2ccccc2F)cc2ccccc21	5%	/	/	21%	i	1.0	3.0%	-1.1%	/	/	i	20	6%
CCOC(=O)C/C(C)=N\Nc1nc(-c2ccccc2)cs1	0%	7	20	16%	i	1.4	5.5%	-0.5%	-1.2	975	i	23	8%
Following part
SMILES	Rac1 GTP hydrolysis	WT yeast gro inh	WT yeast gro inh mutant strain	Large T inhibition	Myeloid diff 2	Myeloid diff 2 GFP+ MAC1+ %	RSV CPE inhibition	West Nile antiviral	bCat nuc transl	bCat nuc transl cell count 5 µM	T cell HTS	T cell HTS vesicle-bound %	PhoP inhibition
Nc1c(/C=C2/C=CC(=O)C(O)=C2)c(=O)nc2sc(CC(=O)N3CCCC3)nn12	66µM*	/	/	7.2µM*	i	4.8	-0.4%	0.0%	/	/	i	46	4%
NS(=O)(=O)c1ccc(CCNC(=O)c2cncc(Br)c2)cc1	8%	13	-15	2%	i	4.5	1.0%	0.1%	-1.1	1480	i	27	-8%
CC(=NCCc1c(C)[nH]c2ccc(C)cc12)C1=C(O)CC(c2ccccc2)CC1=O (centres undefined)	6%	15	6	11%	?	/	3.2%	0.3%	9.7	856	i	5	-11%
Cc1cc(NC(=O)CSC2=NCCS2)no1	4%	1	8	-5%	i	0.5	-0.2%	0.1%	/	/	i	21	-7%

Records listed above printed as active in Rac1 GTP hydrolysis.
mol	Rac1 GTP hydrolysis	WT yeast gro inh mutant strain	Large T inhibition	Myeloid diff 2 GFP+ MAC1+ %	RSV CPE inhibition	West Nile antiviral	T cell HTS	T cell HTS vesicle-bound %	PhoP inhibition
Nc1c(/C=C2/C=CC(=O)C(O)=C2)c(=O)nc2sc(CC(=O)N3CCCC3)nn12	66µM*	/	7.2µM*	4.8	-0.4%	0.0%	i	46	4%
